High-throughput results (PubChem)
PP5 inh: PP5 (human) phosphatase inhibition; purified PP5c, OMFP substrate fluorescence; inhibition, % at 6.7 µM; hit rate 0.18% among 320,000;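 active = inhibition above the campaign's mean inhibition across all tested compounds plus 3 SD, cut at about 9.5% in these data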;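 note: 0% = DMSO only and 100% = 100 µM cantharidin control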
proCasp7 act: counter-screen: procaspase-7 (human) activation. P55210. recombinant procaspase-7, Ac-DEVD-pNA absorbance 405 nm; D23A/D198A/D206A triple mutant, cannot self-cleave; scale: DMSO 0, 5 µM enzyme 100. activation, % at 8.5 µM. hit rate 0.093% among 330,000;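 active = percent activation above the screen-wide mean plus 3 SD, cut at about 25% in these data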
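Test system: Procaspase-7 triple mutant (PC-7 D3A). Also added: Ac-DEVD-pNA substrate, 400 µM as added. Schedule: 1 h enzyme–compound preincubation and 2 h substrate reaction, both 25 °C. Signal: p-Nitroaniline absorbance at 405 nm, read at 0 and 120 min. Control set: low DMSO alone, high DMSO plus 5 µM PC-7.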
GRK2 aptamer HTS: blocks RNA aptamer binding to human GRK2 | P25098 | bead flow cytometry, FAM-aptamer displacement from GRK2 | inhibition of aptamer binding, % at 10 µM | hit rate 0.59% among 330,000 | AID 488847;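 active = inhibition of aptamer binding above 40%, roughly 3 SD of noise, on plates passing a quality check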;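 note: median bead fluorescence of bound FAM aptamer so fluorescent compounds give negative values; no value below 0 was filed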
proCasp3 act: activates human procaspase-3; P42574; recombinant procaspase-3 D3A, Ac-DEVD-pNA absorbance 405 nm; activation, % at 8.5 µM; hit rate 0.11% among 330,000;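 active = activation above the mean of all tested compounds plus 3 SD, cut at about 21% in these data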;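 note: 0% = DMSO alone and 100% = DMSO wells spiked with extra 5 µM PC-3 D3A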
Target sequence (P42574 whole entry D9A/D28A/D175A): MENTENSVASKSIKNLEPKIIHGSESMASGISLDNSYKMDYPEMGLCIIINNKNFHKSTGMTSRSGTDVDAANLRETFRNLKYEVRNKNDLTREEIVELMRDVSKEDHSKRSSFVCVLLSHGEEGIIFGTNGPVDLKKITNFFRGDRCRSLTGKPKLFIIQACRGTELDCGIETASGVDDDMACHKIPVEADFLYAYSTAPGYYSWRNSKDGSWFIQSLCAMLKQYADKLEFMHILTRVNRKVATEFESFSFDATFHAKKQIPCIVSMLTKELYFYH
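Compound: 8.5 µM single point, 0.8% DMSO / Material: Autoprocessing-dead procaspase-3 D3A mutant enzyme / Timing: 1 h preincubation plus 2 h reaction at 25 °C / Medium: Zinc-free HEPES/NaCl buffer with 0.01% Triton X-100 at pH 7.4 / Technique: 405 nm absorbance of p-nitroaniline, reads at 0 and 120 min / Repeats: one well per compound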
HCV core dimer: blocks dimerization of HCV core protein | TR-FRET GST/Flag-core106 dimerization, 1536-well | inhibition, % at 5 µM | hit rate 0.33% among 300,000;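 active = inhibition above the mean of all tested compounds plus 3 SD, set per screening campaign, cut at about 45% in these data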
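assay system = GST-tagged and Flag-tagged HCV core protein residues 1-106 | controls = unlabelled core106 and no-GST-core106 wells | incubation = compound-protein-antibody incubation 4 h at 22.5 °C | probe or stimulus = Eu donor and XL665 acceptor anti-tag antibodies | read-out = % inhibition based on acceptor/donor emission ratio | signal = TR-FRET 671 and 617 nm emission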
JMJD2C inh: human JMJD2C demethylase inhibition; Q9H3R0; GST-JMJD2C(1-420) H3K9me3 demethylation, DELFIA europium; inhibition, % at 2.35 µM; hit rate 0.069% among 330,000; AID 2099;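 active = more than half of a compound's replicate wells show inhibition beyond 50%, single wells judged on their own value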;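 note: signal counts dimethyl H3K9 product captured on neutravidin plate; 0% = median of DMSO wells and 100% = 0.3 times that DMSO median; strong numbers were not always called active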
Target sequence (Q9H3R0 1-420 limits assumed): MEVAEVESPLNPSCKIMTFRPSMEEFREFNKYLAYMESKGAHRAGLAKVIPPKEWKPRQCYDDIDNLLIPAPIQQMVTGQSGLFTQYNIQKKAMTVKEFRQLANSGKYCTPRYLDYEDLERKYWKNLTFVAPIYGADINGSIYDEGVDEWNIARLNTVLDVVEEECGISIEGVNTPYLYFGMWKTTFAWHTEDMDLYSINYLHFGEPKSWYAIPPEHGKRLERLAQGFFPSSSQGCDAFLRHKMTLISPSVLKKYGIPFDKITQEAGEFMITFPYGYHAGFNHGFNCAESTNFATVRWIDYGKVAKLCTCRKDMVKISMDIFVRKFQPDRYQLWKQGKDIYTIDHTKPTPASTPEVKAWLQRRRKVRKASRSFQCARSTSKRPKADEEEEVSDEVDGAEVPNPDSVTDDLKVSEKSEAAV
Fh CTSL1 inh: cathepsin L1 inhibition, PFM18AAP counter-screen | recombinant F. hepatica cathepsin L1, Z-Leu-Arg-MCA fluorescence | inhibition, % at 5.96 µM | hit rate 0.49% among 300,000 | AID 1906;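 active = inhibition above the mean of all tested compounds plus 3 SD, set per screening campaign, cut at about 17% in these data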;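 note: 0% = plate median of test compound wells and 100% = 1 µM Z-Phe-Ala-diazomethylketone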
PP1 counter: blocks human PP1-alpha phosphatase, a PP5 counter-screen; purified PP1alpha, OMFP fluorescence; hit rate 0.9% among 320,000; P62136; inhibition, % at 6.7 µM;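 active = inhibition above the mean inhibition of all tested compounds plus 3 SD, computed separately for each screening campaign, cut at about 15% in these data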
Target sequence (P62136 whole entry, looked up): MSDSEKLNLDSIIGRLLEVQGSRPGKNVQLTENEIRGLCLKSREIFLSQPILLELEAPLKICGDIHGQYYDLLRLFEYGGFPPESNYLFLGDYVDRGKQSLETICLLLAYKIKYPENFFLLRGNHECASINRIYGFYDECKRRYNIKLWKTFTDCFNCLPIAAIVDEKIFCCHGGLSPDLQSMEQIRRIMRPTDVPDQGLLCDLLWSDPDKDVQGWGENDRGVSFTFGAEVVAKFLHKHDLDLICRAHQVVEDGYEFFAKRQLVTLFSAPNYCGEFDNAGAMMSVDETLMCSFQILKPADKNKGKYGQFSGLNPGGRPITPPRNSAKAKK
VLA-4 inh: inhibition in a human VLA-4 binding assay; hit rate 0.2% among 330,000; VLA-4 expressing cells, ligand binding flow cytometry; P13612; AID 2557; inhibition, % (about 7 µM as worked out from the volumes in the protocol); in the data active = inhibition above about 50%
* = called active by the depositor; nt = not tested or not shown. Rows are unselected. Share with any hit: about 2.6%.

SMILES	PP5 inh	proCasp7 act	GRK2 aptamer HTS	proCasp3 act	HCV core dimer	JMJD2C inh	Fh CTSL1 inh	PP1 counter	VLA-4 inh
Cc1ccc(S(=O)(=O)Nc2nc3n(n2)C(c2ccc(Cl)cc2)CC(=O)N3)cc1 (stereo not drawn)	-0.8	16	5	-7	-1	-17	-1	-3	-9
CC(=O)C1=C(O)C(=O)N(Cc2ccco2)C1c1ccc(F)cc1 (stereo not drawn)	0.9	3	3	-3	1	-5	0	-1	11
COc1cc(C#N)ccc1OCC(=O)Nc1ccc(C)c(S(=O)(=O)N2CCOCC2)c1	2.9	-5	0	7	3	-8	-11	-4	6
Cc1cccc2cc(C#N)c(SCC(=O)N3CC(=O)Nc4ccccc43)nc12	-0.6	-3	57*	-2	23	1	3	10	-10
O=C(NCCCn1ccnc1)C1CC(c2cccc(Br)c2)=NO1 (stereo not drawn)	1.7	3	0	6	-3	15	-1	0	4
COc1ccc(NC(=O)C(OC(=O)c2ccc([N+](=O)[O-])o2)c2ccccc2)cc1Cl (stereo not drawn)	3.1	-6	0	4	30	18	-7	2	-1
COc1ccc(Nc2cc(C)nc3ccc(OC)cc23)cc1	0.1	6	0	2	-4	-5	4	2	4
COCC(=O)N(C)CC1CCCN(CCc2ccccc2OC)C1 (stereo not drawn)	-0.1	2	0	-3	5	-12	-8	-3	1
CCOC(=O)CN1C(=O)CCSc2ccc(Cl)cc21	-0.5	-3	0	-5	2	9	-4	-2	5
COCCNC(=S)N/N=C(\C)c1ccccc1F	0.3	4	0	3	-7	15	3	1	-4
Cc1ccc2c(c1)N(C(=O)CCC(=O)NCc1ccccc1)CC(C)O2 (stereo not drawn)	3.4	6	0	2	-1	-21	0	-4	14
NS(=O)(=O)c1cccc(NC(=O)CSc2nnc(C3CC3)n2-c2ccccc2)c1	nt	-6	0	-16	nt	-1	nt	nt	6
COc1ccc2c(c1)CC/C2=N\OC(=O)c1ccccc1OC	-1.0	3	0	3	14	-4	4	0	-1
CC(C(=O)OCC(=O)Nc1ccc2c(c1)OCO2)N1C(=O)c2ccccc2C1=O (stereo not drawn)	-0.8	14	0	0	11	0	0	1	-8
Cc1cnc(NC(=O)c2ccc(OCC3CCCO3)cc2)s1 (stereo not drawn)	-0.6	4	0	7	0	0	-3	-5	0

In a second layout: entries from further up.
Structure | PP5 inh | proCasp7 act | GRK2 aptamer HTS | proCasp3 act | HCV core dimer | JMJD2C inh | Fh CTSL1 inh | PP1 counter | VLA-4 inh
CCOC(=O)CN1C(=O)CCSc2ccc(Cl)cc21 | -0.5 | -3 | 0 | -5 | 2 | 9 | -4 | -2 | 5
COCC(=O)N(C)CC1CCCN(CCc2ccccc2OC)C1 (stereo not drawn) | -0.1 | 2 | 0 | -3 | 5 | -12 | -8 | -3 | 1
COCCNC(=S)N/N=C(\C)c1ccccc1F | 0.3 | 4 | 0 | 3 | -7 | 15 | 3 | 1 | -4
O=C(NCCCn1ccnc1)C1CC(c2cccc(Br)c2)=NO1 (stereo not drawn) | 1.7 | 3 | 0 | 6 | -3 | 15 | -1 | 0 | 4
CC(=O)C1=C(O)C(=O)N(Cc2ccco2)C1c1ccc(F)cc1 (stereo not drawn) | 0.9 | 3 | 3 | -3 | 1 | -5 | 0 | -1 | 11

Remaining list, next part
SMILES	PP5 inh	proCasp7 act	GRK2 aptamer HTS	proCasp3 act	HCV core dimer	JMJD2C inh	Fh CTSL1 inh	PP1 counter	VLA-4 inh
O=C(c1cc(C2CC2)on1)N1CCN(C(c2ccccc2)c2ccccc2)CC1	2.0	-5	3	5	11	4	1	0	-17
COc1cc(C(=O)NCc2ccc(-c3nc4ccccc4o3)cc2)cc(OC)c1OC	1.9	-7	1	3	-3	4	-4	1	18
N/C(Cc1cccc2ccccc12)=N\OC(=O)Cc1cccs1	-2.5	-6	2	6	-2	-75	-35	2	-4
COc1cc2[nH]c(=O)n(Cc3ccc(C(=O)NCCCN4CCN(C)CC4)cc3)c(=O)c2cc1OC	2.8	-4	0	2	-1	2	4	-1	10
Cc1n[nH]c(=O)nc1NCc1ccco1	0.0	3	4	-4	-1	-21	0	-4	2
O=C(Nc1ccc(C#Cc2ccccc2)cc1)C1CC1	-0.5	7	20	-3	4	-1	-2	2	10
CC1(CCc2ccc3c(c2)OCO3)NC(=O)c2ccccc2N1 (stereo not drawn)	-0.1	15	4	7	-4	2	-1	-3	6
COc1cc(CC(=O)OCC(=O)NCc2ccco2)cc(OC)c1OC	nt	-5	32	5	nt	6	nt	nt	2
Cc1ccc(NC(=S)NNC(=S)Nc2ccc(C)cc2C)cc1	3.1	-25	0	-6	7	-11	-2	-4	34
COc1ccccc1NC(=O)N1CCC(c2nc3ccccc3o2)CC1	-1.3	7	29	3	3	2	-5	0	8
O=C(c1ccccc1)c1coc2ccc(O)c(CN3CCOCC3)c12	1.8	-2	0	1	-1	-1	4	-3	5
CCn1c(S(=O)(=O)O)nc2ccccc21	2.3	7	2	4	-2	-1	-4	-2	-5
C/C=C(\C)C(=O)N1CC2(CC(c3cccc(NC(=O)COc4ccc(Cl)cc4)c3)=NO2)C[C@@H]1C(N)=O (stereo partly drawn)	3.0	7	0	-6	-4	-13	0	2	-12
Cc1cccc(-n2c(SCC(=O)NCc3ccc4c(c3)OCO4)nc3ccccc3c2=O)c1	1.2	6	0	1	4	3	1	-1	9
CN(CC(=O)NCC1CCCCC1)S(=O)(=O)c1ccc(Cl)cc1	0.0	0	3	-2	-4	-7	4	-1	-4
CC(C)N(C(=NCc1ccccc1)NC(=O)c1ccccc1)C(C)C	-1.4	-9	0	9	-1	-7	-1	4	-3
COc1cc2nc(C3CCC3)n(N)c(=O)c2cc1OC	-0.6	6	2	-2	-35	-21	2	2	5
CCN(CC)C(=O)/C(=C\c1cccc([N+](=O)[O-])c1)NC(=O)c1ccco1	0.1	17	0	-2	-10	-6	-1	-5	15
COc1cc(NC(=O)C2CC(=O)NC3=C2C(=O)CCC3)cc(OC)c1 (stereo not drawn)	1.1	-5	0	5	-3	2	5	-3	-13
CCCCCCOc1ccc(C(=O)O)cc1	1.9	3	3	3	0	-4	1	-5	-25
C=C1CCN([C@@H](CC(C)C)C(=O)NCCC(C)C)S(=O)(=O)c2ccccc21	1.3	3	0	3	-3	0	-2	-3	6
O=C(c1ccc(Cl)c([N+](=O)[O-])c1)N(Cc1ccco1)C1CCS(=O)(=O)C1 (stereo not drawn)	-0.8	-7	1	-7	-3	8	-1	-5	8
COc1cc(/C=N/NC(=O)c2nnn(-c3nonc3N)c2C(C)C)ccc1OCc1ccccc1	5.7	-16	0	4	15	-36	0	6	10
COc1ccc(-n2nc(C(=O)NCC(=O)N3CCN(c4ccccn4)CC3)c3ccccc3c2=O)cc1Cl	2.2	5	0	-8	10	13	2	-3	-6
O=C(CNC(=O)C1COc2ccccc2O1)N/N=C\c1ccc(Br)cc1 (stereo not drawn)	5.9	7	9	0	-6	-9	-2	1	4
COC(=O)C1=C(O)/C(=C\c2ccc(O)c(OC)c2)N=C1C	1.5	-9	0	12	-15	-19	3	0	8
COC(=O)[C@]1(C)N[C@H](CN(C)S(=O)(=O)c2ccccc2)[C@@H]2C(=O)N(C)C(=O)[C@@H]21	nt	4	0	-1	nt	nt	nt	nt	25
CC(N=C1NS(=O)(=O)c2ccccc21)C(=O)N1CCc2ccccc2C1 (stereo not drawn)	1.7	0	1	15	-2	6	0	-3	3
CCC(C)(C)NC(=O)Cc1ccc(OC)c(OC)c1	1.5	3	0	-10	-2	8	-2	-1	-5
COc1ccc(CNC(=O)C2Cc3ccccc3CN2C(=O)c2ccco2)cc1 (stereo not drawn)	0.9	6	1	-4	5	1	2	1	-1
Cc1ccc(N2CCN(C(=O)CCc3nc4ccccc4[nH]3)CC2)c(C)c1	4.8	-3	2	-1	-15	-13	-1	1	23
CC1CC(C)CN(C(=O)COC(=O)CCC(=O)c2cccs2)C1 (stereo not drawn)	nt	3	3	-10	nt	5	nt	nt	0
O=C(/C=C/c1cccc([N+](=O)[O-])c1)NCCSCc1ccccc1Cl	1.4	-7	0	2	15	3	-1	2	11
COc1ccc(-c2cc3nc4c(c(=O)n3[nH]2)CCC4)cc1	-2.6	-7	16	6	-7	4	2	0	-2
CC1(C)NC(=O)N(CC(O)CN2CCCCC2)C1=O (stereo not drawn)	1.8	8	0	1	1	-24	-5	-5	5
COc1ccc(CCNC(=O)C23CN(Cc4ccccc4)CC2C(c2cccc([N+](=O)[O-])c2)=NO3)cc1 (stereo not drawn)	1.9	-10	2	10	11	16	-1	3	5
COc1ccc(NC(=O)CC(NCc2ccccn2)C(=O)O)cc1 (stereo not drawn)	1.1	-1	0	5	-4	-8	-8	-6	-1
Cc1ccc(NC(=O)COC(=O)c2ccc[n+]([O-])c2)c(Br)c1	nt	0	0	9	nt	1	nt	nt	-1
COc1cccc(C=Nc2ccc3c(c2)CCC3)c1O	-0.6	-4	5	6	3	11	-3	-3	24
COCCn1cnc2c1c(=O)n(Cc1ccc(Br)cc1)c(=O)n2Cc1ccccc1	1.8	-1	3	-1	-2	-20	4	1	-1
CCOc1cc(C2/C(=C(/O)c3ccc(S(=O)(=O)N4CCCCC4)cc3)C(=O)C(=O)N2CCOC)ccc1O (stereo not drawn)	0.9	6	nt	7	-4	13	2	1	9
COc1ccc(NC(=O)CSc2nc3ccccc3c(=O)n2CCCC(=O)NCC2CCCO2)c(OC)c1 (stereo not drawn)	1.5	7	3	2	1	-14	2	2	-4
COC(=O)C1CCN(C(=O)c2cc(OC)c(OC)c(OC)c2)CC1	0.3	3	0	9	1	1	-3	-1	16
O=C1c2cccc3cccc(c23)C(=O)N1c1ccccc1Cl	2.1	-3	0	1	6	-11	-1	-1	17
COC(=O)c1ccccc1NC(=O)CSc1n[nH]c(-c2ccncc2)n1	3.0	-6	0	4	-3	7	-2	1	3
CCCCCN(C(=O)CCC(=O)OCc1ccccc1Cl)c1c(N)n(CCCC)c(=O)[nH]c1=O	-0.5	14	1	2	5	2	3	-4	-8
O=C(c1cc(=O)[nH]c2ccccc12)N1CCN(c2ccc([N+](=O)[O-])cc2)CC1	2.2	-8	0	1	2	-7	2	5	-1
Cc1ccc(C(=O)O/N=C(\N)c2ccccn2)c(C)c1	2.1	4	2	-7	-3	-2	0	-1	-6
CC(C)C(NS(=O)(=O)c1cccs1)C(=O)NCCN1CCN(c2ccccc2)CC1 (stereo not drawn)	4.1	-1	0	6	-9	-6	48*	-1	12
CN1CCN(c2ccc(NC(=O)c3ccc([N+](=O)[O-])o3)cc2Cl)CC1	2.0	0	0	-4	0	-1	9	-1	23
CCOc1ccccc1N1C(=O)CC(Sc2n[nH]c(-c3ccccc3)n2)C1=O (stereo not drawn)	3.2	-17	0	-27	10	3	-2	0	-4
CCS(=O)(=O)N1Cc2ccccc2CC1C(=O)Nc1ccc(C)cc1 (stereo not drawn)	0.9	-2	0	7	5	3	-1	7	-11
Cc1ccc(C(=O)Nn2cnnc2)cc1	2.0	2	0	2	8	-5	-5	-5	13
